Compound activity: PubChem, several laboratories
Neddylation inh: inhibitors of cullin neddylation, primary screen, biochemical, TR-FRET, uHTS, NAE and Ubc12; NEDD8-conjugating enzyme Ubc12 (Homo sapiens) + NEDD8-activating enzyme E1 regulatory …; calls only at 25 µM; 360,000 tested, 0.58% active; AID 651699, 2012; in the data active = inhibition above about 36%
MLLE-PAM2 inh: inhibitors of PABP1 MLLE–PAM2 peptide binding, primary screen, biochemical, fluorescence polarization, FITC-PAM2, GST-MLLE | AID 588489, 2011 | inhibition, % at 20 µM | 360,000 tested, 0.36% active; in the data active = inhibition above about 35%, passing the limit was not always enough;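 note: plate controls were DMSO wells with GST-MLLE for no effect and wells lacking GST-MLLE protein for full effect; some results filed as inactive read as strong as hits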
Target sequence (P11940 whole entry, looked up): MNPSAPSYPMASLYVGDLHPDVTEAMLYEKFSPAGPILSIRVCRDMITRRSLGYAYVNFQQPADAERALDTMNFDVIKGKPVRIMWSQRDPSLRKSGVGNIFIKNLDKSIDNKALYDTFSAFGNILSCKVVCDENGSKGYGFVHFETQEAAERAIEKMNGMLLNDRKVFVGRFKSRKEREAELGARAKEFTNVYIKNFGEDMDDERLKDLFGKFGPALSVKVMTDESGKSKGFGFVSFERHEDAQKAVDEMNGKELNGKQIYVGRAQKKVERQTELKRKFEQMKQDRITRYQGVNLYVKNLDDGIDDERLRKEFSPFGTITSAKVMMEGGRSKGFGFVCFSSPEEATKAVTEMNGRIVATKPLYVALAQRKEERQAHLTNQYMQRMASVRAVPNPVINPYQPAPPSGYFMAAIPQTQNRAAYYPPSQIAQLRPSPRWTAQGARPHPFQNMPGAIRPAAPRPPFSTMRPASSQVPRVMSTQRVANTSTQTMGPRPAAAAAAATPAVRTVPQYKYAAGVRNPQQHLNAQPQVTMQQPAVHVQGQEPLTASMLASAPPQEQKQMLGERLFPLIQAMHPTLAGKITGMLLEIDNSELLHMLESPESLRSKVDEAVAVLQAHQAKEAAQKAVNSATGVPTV
Rin1-Abl PPI inh: inhibitors of Rin1-Abl protein binding, primary screen, biochemical, TR-FRET. inhibition, % at 7.35 µM. AID 588664, 2011. 360,000 tested, 0.4% active; in the data active = inhibition above about 5%, passing the limit was not always enough
MsrA inhibitor: bovine MsrA enzyme inhibitors, primary screen, biochemical, absorbance, HTS. purified bovine MsrA, absorbance read-out. Methionine sulfoxide reductase A (Bos taurus). 360,000 tested, 0.75% active. inhibition, % at 15.5 µM; in the data active = inhibition above about 4.5%;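 note: 0% = vehicle wells with enzyme and 100% = reference inhibitor wells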
FAS TE block: FAS thioesterase domain inhibitors, primary screen, biochemical, fluorescence intensity, uHTS | Fatty acid synthase (Homo sapiens), P49327 | recombinant FAS-TE, OMFH fluorogenic substrate, fluorescence endpoint | inhibition, % at 15 µM | 360,000 tested, 0.67% active;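 active = compounds whose normalised, plate-corrected inhibition of enzyme fluorescence in the single-dose primary screen is 50% or more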;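 note: 0% = DMSO with enzyme and 100% = substrate without enzyme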
eLon inh: inhibitors of E. coli Lon protease, primary screen, biochemical, fluorescence polarization | P0A9M0 | purified E. coli Lon protease | inhibition, % at 7.94 µM | 360,000 tested, 0.42% active; in the data active = inhibition above about 13%, passing the limit was not always enough;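 note: 0% = enzyme with probe and DMSO and 100% = no enzyme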
TbMetRS inhib: T. brucei MetRS inhibitors, primary screen, biochemical, luminescence; inhibition, % at 11.9 µM; purified T. brucei MetRS, ATP depletion, Kinase-Glo luminescence; AID 624268, 2012; 360,000 tested, 0.4% active; methionyl-tRNA synthetase (Trypanosoma brucei brucei);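 active = inhibition above a per-plate cutoff of the control wells' mean inhibition plus 3 SD, cut at about 5.5% in these data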;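 note: 0% = DMSO wells median and 100% = median of wells with control inhibitor compound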
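Test system: purified T. brucei MetRS enzyme. Also added: ATP, methionine and E. coli bulk tRNA substrates. Compound: 11.9 µM single point. Schedule: 15 min enzyme-compound preincubation, 2 h reaction, 10 min detection, 25 °C. Signal: luciferase luminescence of residual ATP, Kinase-Glo. Evaluation: percent inhibition versus plate control medians. Controls: DMSO wells, low control.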
CSN inh: inhibitors of CSN-mediated cullin deneddylation, primary screen, biochemical, fluorescence polarization, uHTS | COP9 signalosome complex subunit 5 (Homo sapiens), Q92905 | Purified CSN, SCF-Nedd8-OG deneddylation | inhibition, % at 12.5 µM | 360,000 tested, 0.38% active;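 active = pattern-corrected inhibition above about 35%, with an unprinted fluorescence ratio check between 0.5 and 1.5, limit read from the data, passing the limit was not always enough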;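 note: 0% = enzyme with substrate and 100% = substrate without enzyme; some results filed as inactive read as strong as hits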
Target sequence (Q92905 whole entry, looked up, one chain of several): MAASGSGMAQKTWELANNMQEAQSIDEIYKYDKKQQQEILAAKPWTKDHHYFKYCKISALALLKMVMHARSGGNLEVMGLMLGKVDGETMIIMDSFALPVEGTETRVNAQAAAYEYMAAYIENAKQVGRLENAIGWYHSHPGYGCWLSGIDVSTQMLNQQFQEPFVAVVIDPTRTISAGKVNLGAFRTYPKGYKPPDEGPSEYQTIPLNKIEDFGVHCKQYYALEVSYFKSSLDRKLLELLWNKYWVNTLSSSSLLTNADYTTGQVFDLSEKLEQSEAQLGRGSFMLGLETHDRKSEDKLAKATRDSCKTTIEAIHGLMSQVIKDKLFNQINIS
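assay system = purified human Csn5 enzyme expressed in HEK293T cells | amount = 0.24 nM enzyme | buffer or medium = Tris/NaCl/DTT buffer, pH 7.5 | reagent = 10 nM SCFSkp2-Nedd8OG | compound = one concentration, 12.5 µM, 0.25% DMSO | times = 90 min reaction at room temperature | signal = FP | read-out basis = % inhibition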
bovine MsrA act: bovine MsrA enzyme activators, primary screen, biochemical, absorbance, HTS; purified bovine MsrA, absorbance read-out; activation, % at 10.6 µM; 360,000 tested, 0.3% active; AID 602163, 2012; in the data active = activation above about 7.5%;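 note: 0% = vehicle and 100% = reference activator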
* marks the source's active call; other numbers are inactive results; i = inactive; · = no result given; + = active, no number.

SMILES	Neddylation inh	MLLE-PAM2 inh	Rin1-Abl PPI inh	MsrA inhibitor	FAS TE block	eLon inh	TbMetRS inhib	CSN inh	bovine MsrA act
CCOC(=O)Cn1c(=O)c2c(nc3n2CCCCN3c2ccc(OCC)cc2)n(C)c1=O	i	2	1	1.8	3	-1	-0.2	-2	8.0*
C=CCNC(=O)C1CC(=O)N(c2ccc(OCC(=O)Nc3cccc(OC)c3)cc2)C1 (centres undefined)	i	-8	1	-1.0	-5	-2	-0.4	-4	1
CCC(CC)c1nnc(NC(=O)c2cccc(S(=O)(=O)N3CCOCC3)c2)s1	i	-10	-2	0.5	13	-3	-0.1	-1	-1
O=C(Nc1ccc2c3c(cccc13)CC2)c1ccco1	i	20	1	0.2	-12	-12	-1.4	20	-15
CC(=O)N1c2c(cc(Br)cc2S(=O)(=O)NCc2ccc(C)cc2)CC1C (centres undefined)	i	-5	1	-0.7	0	8	0.4	0	-3
O=C(c1ccc2nc(N3CCOCC3)sc2c1)N1CCC(Cc2ccccc2)CC1	i	-1	2	0.1	10	1	-0.4	1	-1
COC(=O)c1ccccc1NC(=O)C1CCN(c2ncnc3c2nc2n3CCCCC2)CC1	i	5	1	-0.1	17	5	-0.2	-5	-3
COc1ccc(-c2noc(CCC(=O)N(C)c3cccc(C)c3)n2)cc1	i	-2	0	0.3	2	3	-0.9	2	-1
CCOC(=O)/C(C(=O)Nc1ccccc1Br)=C1/NC(C)(C)Cc2ccccc21	i	8	0	0.1	27	5	0.0	1	-6
CCOC(=O)Cn1ncc2c(=O)oc3ccccc3c21	i	0	-1	0.6	-8	-10	0.2	3	-4
CCOc1cc(/C=C2\SC(=N)N(c3nonc3N)C2=O)ccc1OCC(N)=O	i	-6	2	0.4	-8	3	0.5	-3	-4
COc1ccnc(Oc2ccc(C)cc2C)c1C#N	i	25	6	-0.5	18	-8	-0.4	-1	-2
Cc1ccccc1NC(=O)Cc1nnc(SCC(=O)NC2=NCCS2)n1C	i	13	1	0.4	-4	0	0.2	-3	-4
Cc1nc(-c2cccc(NS(=O)(=O)c3ccccc3)c2)cs1	i	-7	2	0.4	8	5	-1.6	-7	-11
NC(=O)c1cc2ccc(O)cc2oc1=NCc1ccccc1	·	168	-4	2.2	-21	-8	-1.2	-34	-3
O=C(O)CCC(=O)Nc1ccc(/C=C/C(=O)C2CC2)cc1	i	-10	-2	7.3*	-4	-7	-0.8	-3	-6
COc1ccc(OC)c(CCNC(=O)CCc2cn(C)c3ccccc23)c1	i	4	0	-0.9	4	4	-0.6	-2	1
O=C(Nc1cccc(Cl)c1)OCc1cn(-c2ccccc2)nn1	i	6	0	0.2	16	-3	1.6	11	-4
O=C(CSc1ccc(-c2ccncc2)nn1)c1ccc(Cl)cc1	i	17	-1	0.1	-5	-11	-0.2	9	-5
COc1cc(F)ccc1-c1csc(C(C)(NC(C)=O)c2ccccc2)n1 (centres undefined)	i	-4	-2	0.6	-2	2	0.2	4	1
C=CCOc1ccc(/C=C2\SC(=S)N(N3CCOCC3)C2=O)cc1	i	-13	3	-1.3	-10	4	-0.3	-2	-7
Cc1cc(CN(C)C(=O)C2CCC(=O)N(CCc3cccc(F)c3)C2)on1 (centres undefined)	i	-5	2	0.1	-1	1	-0.3	1	-2
O=C(NCc1ccccc1)C(c1ccccc1)n1c(C2CC2)nc2ccccc21 (centres undefined)	i	·	·	0.2	·	·	-0.7	2	·
O=C(c1cc2ccccc2o1)N1CCN(c2ccccn2)CC1	i	5	-2	0.7	-2	-6	-0.2	1	-4
COc1ccc(CC(=O)NCCCc2ccccc2)cc1OC	i	-2	2	-0.1	-1	3	-0.3	0	-3

New compounds follow.
SMILES	Neddylation inh	MLLE-PAM2 inh	Rin1-Abl PPI inh	MsrA inhibitor	FAS TE block	eLon inh	TbMetRS inhib	CSN inh	bovine MsrA act
CCCCN(C(=O)Nc1ccc(Cl)cc1)C1CCN(C(C)=O)CC1	i	-2	-3	0.1	-6	-3	-0.1	-3	-2
COc1cc(OC)cc(C(=O)Nc2nnc(Cc3ccc(OC)c(OC)c3)s2)c1	i	13	-1	0.4	-2	10	-1.3	3	-9
CC1(C(=O)NCc2ccccc2)CCC(=O)N1CCOc1ccccc1 (centres undefined)	i	-13	0	0.8	-13	0	-1.1	1	-4
O=C(NCc1ccco1)C1CCCN(S(=O)(=O)c2ccc(Br)cc2)C1 (centres undefined)	i	-3	-1	-0.6	0	3	-0.6	-7	-5
Cc1ccc(CNC(=O)Cn2ncn3cccc3c2=O)cc1	i	-7	-2	-0.1	-2	1	-0.8	1	-6
O=C(O)c1ccccc1-c1cn2cc(Cl)ccc2n1	i	-11	4	2.1	-3	-8	-0.4	-3	7
CC[C@@H]1C(c2ccccc2)=NN(c2ccccc2)[C@H]1C(=O)N1CCOC1=O	+	-19	-1	0.1	4	-16	1.9	1	0
Cc1ccc(NC(=O)CSc2ncc3ccccn23)cc1C	i	21	0	3.0	-14	0	0.0	2	0
CCN(CC)c1ccc(S(=O)(=O)N2CCCCC2)cc1NC(=O)C1CSC2(C)CCC(=O)N12 (centres undefined)	i	4	4	0.8	17	-12	-0.1	-10	0
COc1ccc(CN/C=C2\CCCCC2=O)cc1	i	-5	-1	·	-5	8	-0.4	-2	2
ClCCCc1cn(C[C@H]2CC[C@@H]([C@@H]3CC[C@H](Cn4cc(CCCCl)nn4)O3)O2)nn1	i	-7	4	0.8	-18	6	-0.2	3	-7
CCOc1ccc(NC(=O)Nc2ccc3c(c2)N(C)C(=O)CS3)cc1	i	-3	2	-1.0	4	-5	0.2	2	-2
CS(=O)(=O)N1Cc2cc(C(=O)NCC3CC3)nc(-c3cccc(-c4cccnc4)c3)c2[C@H]1CCO	i	·	·	0.0	-10	4	-0.4	-9	-2
Cc1csc2ncc(C(=O)N3CCCc4ccccc43)c(=O)n12	i	7	0	4.7*	-5	-6	2.3	-1	-3
Cc1ccc(N(Cc2ccccc2)C(=O)c2ccc(F)c(S(=O)(=O)N3CCOCC3)c2)cc1	i	-12	1	2.1	20	-8	-0.6	3	-12
COc1ccc(Cn2c(=O)[nH]c3cc(C(=O)N4CCN(c5ccc(C(C)=O)cc5)CC4)ccc3c2=O)cc1	i	0	1	-0.2	5	9	-0.4	-2	-3
CCOC(=O)c1sc(=NC(=O)c2cccc(Br)c2)n(C)c1C	i	-2	-1	-0.3	-1	-4	-0.1	-1	-2
Cc1ccc(NC(=O)Cn2nc(-c3ccco3)ccc2=O)cc1Cl	i	5	-1	-0.4	50*	6	-0.1	-3	-3
COC(=O)C1=C(C)N(c2ccc(OC)c(OC)c2)C(=O)/C1=C\c1ccco1	i	-13	-5	2.0	-4	4	0.2	4	-3
Cc1ccc(-c2cc(C(F)F)nc(NCc3cccs3)n2)cc1	i	8	-3	0.9	33	-11	0.2	1	-5
COCC(C)n1c(C)cc(C(=O)COC(=O)c2cccn2C)c1C (centres undefined)	i	1	2	0.7	-6	-5	-0.4	1	-10
CC(Sc1nnnn1C)C(=O)Nc1cc(S(=O)(=O)N2CCCCC2)ccc1Cl (centres undefined)	i	-10	-2	1.0	-6	-5	-0.2	2	-2
O=C(Oc1ccc(Cl)c2cccnc12)c1cccnc1	i	-3	4	-0.3	1	-7	-0.2	2	-1
CC1CCCCN1CCNC(=O)C1CCN(S(=O)(=O)c2cccc3cccnc23)CC1 (centres undefined)	i	13	0	0.9	-8	-3	-0.2	-8	-3
COc1cc2cc(CN(Cc3ccc4c(c3)OCO4)C(=O)c3ccco3)c(=O)[nH]c2cc1OC	i	22	5	2.7	0	-5	-0.3	4	-10

Next part:
SMILES	Neddylation inh	MLLE-PAM2 inh	Rin1-Abl PPI inh	MsrA inhibitor	FAS TE block	eLon inh	TbMetRS inhib	CSN inh	bovine MsrA act
CCCn1nnnc1SCC(=O)c1ccc2c(c1)OCCO2	i	-1	0	-0.3	2	-5	0.0	-3	1
Cc1cccc(NS(=O)(=O)c2ccc3c(c2)CCN3C(=O)CCC(=O)O)c1	i	4	4	-0.5	-4	-12	0.1	0	-2
Cc1cc(C)n(-c2cc(-n3nc(C)cc3C)ncn2)n1	i	7	4	1.5	-1	-4	-0.7	0	-4
CCc1ccc(Nc2nnc(SC(C)C(=O)NC3CC3)s2)cc1 (centres undefined)	i	-99	3	0.8	-6	-5	-0.2	-2	-3
Nc1ncn(C(=S)Nc2ccccc2)n1	i	30	-1	-0.4	-30	6	-0.3	-2	-3
Nn1c(SCc2ccccc2)nc2c(cnn2-c2ccccc2)c1=O	i	-3	0	1.4	26	2	0.0	0	-1
CCCCNc1ccc(C(CC(N)=O)NC(=O)Cc2ccc(Br)cc2)cc1[N+](=O)[O-] (centres undefined)	i	-37	0	1.7	-3	-3	0.1	10	5
COc1cc2c(cc1OC)C(COc1cccc(C(F)(F)F)c1)NCC2 (centres undefined)	i	27	1	-0.1	-2	-3	-0.7	6	-3
CC(C)[C@H](NC(=O)Nc1cccc(C(F)(F)F)c1)C(=O)O	i	-2	1	-0.3	-5	10	-0.5	0	-8
O=C(CNc1cc(S(=O)(=O)N2CCOCC2)ccc1N1CCOCC1)Nc1cccc(C(F)(F)F)c1	i	5	0	-0.9	15	-5	-0.2	0	-6
O=C(O)c1nccnc1C(=O)N1CCN(c2ccccc2)CC1	i	0	-2	-0.1	-7	2	-0.8	-14	-6
CC(=O)Nc1ccccc1C(=O)C(=O)Nc1cccc(C(=O)NCC2CCCO2)c1 (centres undefined)	i	4	2	1.5	-1	-4	-0.2	5	-2
CCOC(=O)C1=NN(c2cccc(C)c2)C2(S1)SC(C(C)=O)=C(C)N2c1ccccc1 (centres undefined)	i	0	-2	2.8	26	2	-0.6	4	-2
CC(Oc1cccnc1[N+](=O)[O-])C(=O)N1CCc2ccccc21 (centres undefined)	i	-22	5	-0.5	-4	-4	-0.5	2	-14
Cc1cc(SCC(=O)Nc2ccc(O)cc2)n2ncc(-c3ccccc3)c2n1	+	-29	-4	0.7	7	-6	0.4	-4	-1
Cc1ccc(C(=O)NC2CCS(=O)(=O)C2)cc1S(=O)(=O)N1CCOCC1 (centres undefined)	i	1	3	0.8	-4	0	0.0	-1	-2
